Assay outcomes as filed in PubChem BioAssay.
BRCA1 expr act – activators of BRCA1 expression; MCF7-BRCA1-FFLuc reporter, luminescence, 48 h; response scale: scaled: vehicle 0%, 10 µM genistein 100%; Potency, µM (doses to about 46.1 µM), for the others: top-dose activation, actives largely listed as activators; AID 624202; 1.1% of 380,000 active; also: potency is read from the fitted curve at half-maximal effect; nearly all actives have a fitted effect of over 80% in size; some results filed as inactive show a strong effect at the top dose
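Reporter cells (MCF7, BRCA1 promoter-firefly luciferase) received library compounds across a concentration series for 48 h. End-point luminescence was measured and concentration-effect curves derived after normalization.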
Integrin act MD – activators of alpha7 integrin expression for muscular dystrophy | alpha7betagal myoblasts, beta-gal FDG fluorescence, 48 h | Potency, µM (highest dose often 38.3 µM), inactives show at the top dose activation, most hits filed as activators | AID 624291 | 0.064% of 350,000 active;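 also: potency is read from the fitted curve at half-maximal effect; 100% = response of the positive control SU9516; nearly all actives have a fitted effect of over 60% in size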
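Alpha7betagal+/- myoblasts (passage 13) were plated 16-24 hr, then exposed to compounds (1:260 dilution of DMSO stock) for 48 hours at 37C. After MPER lysis, β-galactosidase reporter activity was read as FDG fluorescence (ex 480/em 540) after 30 minutes.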
p53 reactivation – mutant p53 re-activation in reporter cells | 0.063% of 320,000 active | Potency, µM (titrated, usually from 92.2 µM), inactives show at the top dose activity change, positive = activation, actives largely listed as activators | AID 504706 | H1299 p53-A138V BP100-luciferase reporter, luminescence, 24 h; also: potency is read from the fitted curve at half-maximal effect; % of control where 0% means no effect; nearly all actives have a fitted effect of over 45% in size
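H1299 (p53-null), stable ts p53-A138V + BP100-Luc; 1000 cells/well, Opti-MEM/10% FBS; cpd 4 pt, 1:5; 24 h, 37 deg C, 5% CO2; detection reagent 10 min RT; luminescence.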
Eya2 phos inh – blocks the phosphatase activity of human Eya2; recombinant Eya2, OMFP fluorescence dephosphorylation (OMFP is methylfluorescein phosphate); Potency, µM (series often up to 76.9 µM), for the others: at the highest dose activity, negative = inhibition, most hits filed as inhibitors; 0.006% of 330,000 active; also: potency is read from the fitted curve at half-maximal effect; % is scaled to controls: 0 for no effect and ±100 for the full control effect
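Eya2 protein (added as 0.2 uM solution) was preincubated with compound for 10 min at ambient temperature in 50 mM HEPES pH 7.5, 50 mM NaCl, 5 uM MgCl2, 0.05% BSA, 1 mM DTT. OMFP (added at 50 uM) then reacted 10 min; fluorescence read at 485/525 nm.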
USP2a inh – USP2a (human) protease inhibition; 0.01% of 330,000 active; Potency, µM (highest dose often 38.3 µM), without a hit: top-dose activity change, negative = inhibition, usual class: inhibitors; O75604; USP2 core, Ub-CHOP2 coupled fluorogenic reporter, 485/531;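 also: potency is read from the fitted curve at half-maximal effect; plate controls were DMSO wells for no effect and full inhibition by NEM control for full effect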
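Deubiquitinase activity read as fluorescence (485/531 nm) after Ub-CHOP2 cleavage activates the enterokinase reporter on its substrate; USP2 core 10nM, Ub-CHOP2 and substrate 25nM each, 30min compound preincubation then 60min RT; data normalized to NEM, curves fitted.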
TRPV1 agonist – human TRPV1 agonism | activation, % at 8.33 µM | Q8NER1 | TRPV1-expressing cells, Fluo-8 calcium influx, agonist mode | 0.19% of 320,000 active; in the data active = activation above about 80%; inconclusive = between about 30% and that limit; also: 0% is about no effect
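Cells expressing TRPV1 were dye-loaded with Fluo-8 and read kinetically: 10 s baseline, 3 min after compound (agonist portion), then 2 min after EC20 capsaicin (allosteric enhancer portion). Calcium-bound dye fluorescence at 480/520 nm.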
S-ASM inh – blocks human secretory acid sphingomyelinase; P17405; placental ASM, HMU-PC fluorogenic substrate, 60 min; Potency, µM (highest dose often 57.5 µM), without a hit: at the highest dose activity change, negative = inhibition, hits mostly inhibitors; 0.006% of 340,000 active; also: potency is read from the fitted curve at half-maximal effect
Target sequence (P17405 47-631 limits assumed): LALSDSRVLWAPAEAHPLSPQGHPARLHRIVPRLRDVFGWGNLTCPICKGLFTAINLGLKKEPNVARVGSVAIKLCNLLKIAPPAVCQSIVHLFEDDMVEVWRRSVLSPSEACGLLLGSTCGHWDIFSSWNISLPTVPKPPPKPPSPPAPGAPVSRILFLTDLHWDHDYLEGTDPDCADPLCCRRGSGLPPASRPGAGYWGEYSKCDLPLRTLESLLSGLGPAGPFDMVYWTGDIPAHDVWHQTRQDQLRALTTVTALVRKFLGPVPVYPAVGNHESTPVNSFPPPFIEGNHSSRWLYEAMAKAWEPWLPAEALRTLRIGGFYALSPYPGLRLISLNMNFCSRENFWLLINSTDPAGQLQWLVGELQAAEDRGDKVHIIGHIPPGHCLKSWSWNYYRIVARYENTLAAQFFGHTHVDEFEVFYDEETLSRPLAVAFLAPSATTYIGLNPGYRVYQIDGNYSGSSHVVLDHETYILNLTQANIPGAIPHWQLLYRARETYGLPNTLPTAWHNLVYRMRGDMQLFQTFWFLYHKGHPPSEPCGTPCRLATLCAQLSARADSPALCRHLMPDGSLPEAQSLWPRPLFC
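Fluorogenic HMU-PC substrate (9 uM final) is turned over by placental ASM in 60 min at 37 C after a 10 min compound preincubation. Reaction ended by alkaline stop (pH 10), with fluorescence read at 386/447 nm.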
TSG101-PTAP inh – blocks PTAP/TSG101 interaction to inhibit HIV-1 budding; Q99816; Fluorescence polarization, FITC-PTAP peptide / Tsg101 binding; Potency, µM (top dose mostly 115 µM), inactives show at the top dose activity change, negative = inhibition, most hits filed as inhibitors; 340,000 tested, under 10 active; active = well fitted inhibition curve with a large enough effect in the main read-out, with a control signal flat, not every such curve was filed as active; inconclusive = small, poorly fitted or top-dose-only effect, or effect the other way, or a change in a side signal; inactive = no such curve, though single readings can be large or run the other way; also: potency is read from the fitted curve at half-maximal effect; % of control where 0% means no effect
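Compounds were pin-transferred onto Tsg101 binding domain (10 uM final) in HEPES pH 7.5 buffer, then FITC-PTAP peptide was added at 50 nM final. After 20 min at RT, polarization reported peptide displacement across a qHTS concentration series.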
ELG1 genotoxic – inducers of genotoxicity in HEK293T ELG1-luciferase cells; HEK293T ELG1-luciferase reporter, luminescence, 16 h; Potency, µM (titrated, usually from 46 µM), inactives show at the top dose activity change, positive = activation, most hits filed as activators; 1.3% of 330,000 active; AID 504466; also: potency is read from the fitted curve at half-maximal effect; % of control where 0% means no effect; nearly all actives have a fitted effect of over 60% in size
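HEK293T cells expressing luciferase-tagged ELG1 were exposed to compound or DMSO vehicle for 16 hr at 37 °C and 5% CO2. Luciferase activity was then measured with ONE-Glo after 30 min at room temperature.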
uPA surface inh – inhibitors of cell surface uPA generation; cell surface uPA generation assay, qHTS; Potency, µM (highest dose often 38.3 µM), inactives show at the top dose activity change, negative = inhibition, actives largely listed as inhibitors; 0.31% of 330,000 active; AID 540303; active = well fitted inhibition curve with a large enough effect; inconclusive = small, poorly fitted or top-dose-only effect; inactive = no such curve, though single readings can be large or run the other way; tested in mouse RAW 264.7 cells; also: potency is read from the fitted curve at half-maximal effect; % is scaled to controls: 0 for no effect and ±100 for the full control effect; nearly all actives have a fitted effect of over 55% in size
B2AR arrestin – beta2AR (human) beta-arrestin recruitment activity | P07550 | beta-arrestin recruitment to beta2AR, cell-based reporter | Potency, µM (series often up to 46.1 µM), inactives show top-dose activation, actives largely listed as activators | 0.02% of 330,000 active | AID 492947;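 also: potency is read from the fitted curve at half-maximal effect; 0% = DMSO controls and full agonism = EC100 isoproterenol or metaproterenol; nearly all actives have a fitted effect of over 65% in size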
Target sequence (P07550 whole entry, looked up): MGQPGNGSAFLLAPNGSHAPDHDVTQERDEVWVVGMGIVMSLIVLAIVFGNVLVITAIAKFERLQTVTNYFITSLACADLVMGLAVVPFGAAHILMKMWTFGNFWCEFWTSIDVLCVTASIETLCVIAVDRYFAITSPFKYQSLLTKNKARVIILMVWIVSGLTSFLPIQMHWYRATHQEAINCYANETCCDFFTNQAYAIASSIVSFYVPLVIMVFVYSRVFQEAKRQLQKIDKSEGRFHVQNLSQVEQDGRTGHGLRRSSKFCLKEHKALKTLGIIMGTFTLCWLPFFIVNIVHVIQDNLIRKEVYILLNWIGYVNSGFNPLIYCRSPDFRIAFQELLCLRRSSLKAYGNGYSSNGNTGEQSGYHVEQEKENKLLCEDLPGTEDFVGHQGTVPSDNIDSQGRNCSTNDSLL
* = called active by the depositor; u = inconclusive; x = not tested or not shown; [ ] = another dose, or the depositor's remark. Unless noted, calls follow the shape of the dose curve; as a rule, active = well fitted curve in the direction sought with a large enough effect; inconclusive = small, poorly fitted or top-dose-only effect, or another doubt; inactive = no such curve, though single readings can be large; an effect the other way counts as inactive or inconclusive. An unsorted share of the library, and some 2.6% of all compounds hit somewhere here.

SMILES	BRCA1 expr act	Integrin act MD	p53 reactivation	Eya2 phos inh	USP2a inh	TRPV1 agonist	S-ASM inh	TSG101-PTAP inh	ELG1 genotoxic	uPA surface inh	B2AR arrestin
Cc1cc(C(=O)COC(=O)c2ccc[nH]c2=O)c(C)n1CCc1ccc(F)cc1	-5%	-19%	2%	2%	2%	0	-1%	-2%	-3%	10%	0.2%
COCCCNC(=O)c1ccccc1SC	-2%	-6%	-8%	-8%	0%	-5	0%	-7%	-1%	-3%	-1.0%
COc1cc(CC(=O)NCC(C)(C)N2CCOCC2)cc(OC)c1OC	-12%	1%	-5%	-5%	-1%	0	-2%	-2%	-1%	2%	-0.9%
CC(C)Oc1ccc(/C(O)=C2/C(=O)C(=O)N(CCCn3ccnc3)C2c2cccnc2)cc1 (stereo unspecified)	-3%	-7%	-28%	-1%	5%	0	1%	-1%	1%	13%	-0.4%
CCNC(=O)NC(=O)CSc1ccc(S(=O)(=O)N2CCCCC2)cn1	-2%	-15%	-6%	10%	-1%	1	-3%	0%	-1%	-1%	-0.1%
Cc1c(C(=O)O)oc2c1/C(=N\O)CC(C)(C)C2	-1%	-21%	6%	1%	1%	-1	2%	-3%	0%	12%	-1.1%
O=Cc1ccc2cccnc2n1	-4%	-8%	7%	-18%	2%	-3	2%	-3%	-1%	-3%	0.2%
COc1ccccc1C1CC(c2cccs2)=Nc2ccccc2S1 (stereo unspecified)	0%	-42%	u	-11%	2%	1	-2%	-6%	u	-2%	-0.4%
CCCC(=O)NC(=S)Nc1ccc(CN2CCOCC2)cc1	-17%	-31%	6%	-11%	5%	1	5%	-6%	-2%	16%	-0.5%
CC(C)COCC(O)CC(Cc1ccccc1)C(=O)NN (stereo unspecified)	-5%	-23%	-2%	4%	13%	2	-2%	-2%	1%	-9%	-0.3%
COC(=O)c1cncc(C)c1	-7%	-4%	0%	0%	-2%	-2	7%	0%	-4%	-4%	0.6%
O=C(Cc1ccccc1)NCC(=O)N1CCN(c2ccccc2)CC1	13%	29%	0%	-11%	0%	-2	4%	-2%	0%	3%	0.0%
CC1CCCN(c2ccc3nc4ccccc4c(=O)n3n2)C1 (stereo unspecified)	-56%	-19%	19%	1%	4%	-13	2%	0%	-12%	u	-0.1%
CC(C)(C)C(=O)Nc1ccccc1C(=O)NCCC(=O)Nc1ccccc1	-10%	1%	3%	2%	-1%	u	-1%	-2%	0%	4%	-1.3%
CN1CCN(C(=S)NC(=O)/C=C/c2cccc3ccccc23)CC1	0%	-21%	3%	-3%	-1%	-3	-2%	-6%	2%	-4%	0.9%
O=S(=O)(Nc1ccc(N2CCOCC2)cc1)c1ccc2ccccc2c1	-3%	-3%	4%	4%	-8%	-1	-1%	-2%	0%	-1%	0.3%
CCOc1ccccc1N(CC(=O)NC1CCCCC1)C(=O)c1nsc(Cl)c1Cl	-9%	8%	1%	-3%	1%	u	1%	-2%	-9%	8%	0.2%
O=C(CSc1nnc([C@@H]2CCCN2)o1)c1ccc(Cl)cc1	u	-20%	13%	-5%	-1%	0	0%	-1%	u	-2%	-0.4%
CCCCCCCSc1nc(N)cc(=O)[nH]1	-1%	1%	-3%	-1%	4%	-7	1%	-1%	8%	-2%	0.0%
CCCn1c(SCC(=O)NNC(=O)c2ccc(OC)cc2)nnc1C(C)C	1%	u	10%	-12%	1%	-2	6%	-5%	2%	8%	-0.1%
COc1ccc(CCNC(=O)C2CCN(S(=O)(=O)c3ccc(F)cc3)CC2)cc1	-3%	6%	x	u	-1%	5	-3%	1%	-2%	6%	-0.8%
CCn1cc(CN(C)S(=O)(=O)c2ccc3ccccc3c2)c(C)n1	-32%	-36%	-3%	2%	-1%	11	0%	0%	6%	-5%	0.5%
CCOC(=O)c1c(C)[nH]c(C)c1C(=O)COC(=O)c1cccc(S(=O)(=O)NC)c1	-18%	7%	-18%	1%	1%	0	-5%	0%	3%	2%	-0.3%
CC(=O)Nc1ccc(NC(=O)[C@@H]2CCCC[C@@H]2C(=O)O)cc1	-4%	-9%	2%	0%	1%	0	2%	-6%	1%	2%	-0.2%
Cc1ccc(NC(=O)C2CC(=O)n3ncnc3N2)cc1 (stereo unspecified)	6%	8%	-4%	-41%	1%	2	4%	-3%	0%	x	-0.2%
COc1ccc(CN2CCNC(=O)C2CC(=O)NCCc2nc(C)c3c(n2)CCC3)cc1C (stereo unspecified)	-21%	-6%	-6%	2%	-4%	2	1%	-3%	0%[9.26 µM]	-2%	0.4%
CCc1ccc(S(=O)(=O)NCCOc2cccc3cccnc23)cc1	-3%	u	-14%	-8%	0%	15	0%	-4%	-14%	-4%	-0.6%
COc1ccc(OC(=O)c2ccc3nsnc3c2)cc1	8%	-15%	2%	-13%	1%	17	-6%	-2%	2%	-4%	-0.3%
O=C(CSc1nnnn1C1CCCC1)N1CCOCC1	54%	0%	16%	6%	0%	0	0%	-7%	u	-14%	-0.4%
CCC12CCCN3CCC4(C(=C(C(=O)OC)C1)Nc1ccccc14)C32 (stereo unspecified)	-27%	2%	7%	-1%	1%	-1	6%	-1%	11%	-5%	0.1%

Copied from the list:
Value for CCOc1ccccc1N(CC(=O)NC1CCCCC1)C(=O)c1nsc(Cl)c1Cl in BRCA1 expr act: -9%
Value for CCCCCCCSc1nc(N)cc(=O)[nH]1 in uPA surface inh: -2%

Continued:
SMILES	BRCA1 expr act	Integrin act MD	p53 reactivation	Eya2 phos inh	USP2a inh	TRPV1 agonist	S-ASM inh	TSG101-PTAP inh	ELG1 genotoxic	uPA surface inh	B2AR arrestin
Cc1cccc(NC(=O)c2cccc(NC(=O)c3ccccc3)c2)n1	4%	-5%	x	-18%	0%	29	2%	-4%	-7%	-2%	-0.2%
CCOc1ccc(C2C(C#N)=C(C)NC3=C2C(=O)c2ccccc23)cc1 (stereo unspecified)	-79%[inhibitor]	0%	-4%	0%	0%	-3	-19%	-8%	0%	-11%	4.8%
CCCCC1=NN(C(=O)c2cocc2C)C(O)(C(F)(F)F)C1 (stereo unspecified)	19%	-1%	10%	-3%	1%	1	-3%	-2%	-1%	15%	-1.1%
CNC(=S)Nc1ccc(OC)c(OC)c1	-9%	0%	5%	1%	1%	-1	-2%	-4%	1%	0%	0.3%
O=C(Cn1nnnc1CN1CCOCC1)N1CCC(c2cccc(Cl)c2)C1 (stereo unspecified)	-14%	u	3%	-2%	0%	0	4%	-1%	-2%	-12%	-0.7%
c1ccc2c(c1)[nH]c1c(N3CCCC3)ncnc12	1%	0%	-8%	-12%	0%	2	-1%	-1%	-2%	-17%	0.5%
CN(C)c1ccc(/C=N/NC(=O)CN2CCCCC2)cc1Br	-13%	-2%	13%	-3%	-1%	2	1%	-3%	-1%	9%	0.1%
S=C(NCCN1CCOCC1)N/N=C/c1ccccc1	40%	-7%	-4%	9%	4%	-2	1%	2%	-5%	0%	-0.5%

Eight successive records already listed:
SMILES	BRCA1 expr act	Integrin act MD	p53 reactivation	Eya2 phos inh	USP2a inh	TRPV1 agonist	S-ASM inh	TSG101-PTAP inh	ELG1 genotoxic	uPA surface inh	B2AR arrestin
COc1ccc(OC(=O)c2ccc3nsnc3c2)cc1	8%	-15%	2%	-13%	1%	17	-6%	-2%	2%	-4%	-0.3%
O=C(CSc1nnnn1C1CCCC1)N1CCOCC1	54%	0%	16%	6%	0%	0	0%	-7%	u	-14%	-0.4%
CCC12CCCN3CCC4(C(=C(C(=O)OC)C1)Nc1ccccc14)C32 (stereo unspecified)	-27%	2%	7%	-1%	1%	-1	6%	-1%	11%	-5%	0.1%
Cc1cccc(NC(=O)c2cccc(NC(=O)c3ccccc3)c2)n1	4%	-5%	x	-18%	0%	29	2%	-4%	-7%	-2%	-0.2%
CCOc1ccc(C2C(C#N)=C(C)NC3=C2C(=O)c2ccccc23)cc1 (stereo unspecified)	-79%[inhibitor]	0%	-4%	0%	0%	-3	-19%	-8%	0%	-11%	4.8%
CCCCC1=NN(C(=O)c2cocc2C)C(O)(C(F)(F)F)C1 (stereo unspecified)	19%	-1%	10%	-3%	1%	1	-3%	-2%	-1%	15%	-1.1%
CNC(=S)Nc1ccc(OC)c(OC)c1	-9%	0%	5%	1%	1%	-1	-2%	-4%	1%	0%	0.3%
O=C(Cn1nnnc1CN1CCOCC1)N1CCC(c2cccc(Cl)c2)C1 (stereo unspecified)	-14%	u	3%	-2%	0%	0	4%	-1%	-2%	-12%	-0.7%
